Bioassay records: PubChem, The Scripps Research Institute Molecular Screening Center
PP5 inh: PP5 (human) phosphatase inhibition | P53041 | purified PP5c, OMFP substrate fluorescence | inhibition, % at 6.7 µM | actives 0.18% (n = 320,000) | AID 1987;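 active = inhibition above the campaign's mean inhibition across all tested compounds plus 3 SD, cut at about 9.5% in these data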;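 also: 0% = DMSO only and 100% = 100 µM cantharidin control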
Target sequence (P53041 whole entry, looked up): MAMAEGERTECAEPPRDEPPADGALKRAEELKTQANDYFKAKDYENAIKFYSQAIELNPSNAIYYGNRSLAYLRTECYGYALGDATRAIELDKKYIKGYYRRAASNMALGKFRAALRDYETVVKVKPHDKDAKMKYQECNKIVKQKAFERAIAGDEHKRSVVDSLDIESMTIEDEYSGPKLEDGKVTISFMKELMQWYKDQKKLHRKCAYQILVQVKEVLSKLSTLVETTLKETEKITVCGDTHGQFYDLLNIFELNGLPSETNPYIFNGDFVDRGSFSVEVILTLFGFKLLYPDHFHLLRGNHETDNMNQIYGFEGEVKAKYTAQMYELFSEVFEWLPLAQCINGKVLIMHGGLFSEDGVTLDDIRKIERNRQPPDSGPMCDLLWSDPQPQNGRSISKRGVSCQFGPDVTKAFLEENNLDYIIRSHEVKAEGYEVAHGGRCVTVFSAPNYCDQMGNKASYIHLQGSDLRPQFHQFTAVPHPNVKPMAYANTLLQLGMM
PAFAH2 FP inh: inhibitors of human PAFAH2; recombinant PAFAH2, FP-rhodamine activity probe, fluorescence polarization; AID 492956; inhibition, % at 3.39 µM; actives 0.99% (n = 340,000); Q99487;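 active = inhibition above the mean over all tested compounds plus 3 SD, cut at about 30% in these data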;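 also: inhibitors block probe labeling of enzyme so polarization drops; 0% = enzyme with DMSO and 100% = wells lacking PAFAH2 protein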
procasp3 activ: activates human procaspase-3; P42574; AID 463141; recombinant procaspase-3 D3A, Ac-DEVD-pNA absorbance 405 nm; actives 0.11% (n = 330,000); activation, % at 8.5 µM;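 active = activation above the mean of all tested compounds plus 3 SD, cut at about 21% in these data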;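 also: 0% = DMSO alone and 100% = DMSO wells spiked with extra 5 µM PC-3 D3A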
Target sequence (P42574 whole entry D9A/D28A/D175A): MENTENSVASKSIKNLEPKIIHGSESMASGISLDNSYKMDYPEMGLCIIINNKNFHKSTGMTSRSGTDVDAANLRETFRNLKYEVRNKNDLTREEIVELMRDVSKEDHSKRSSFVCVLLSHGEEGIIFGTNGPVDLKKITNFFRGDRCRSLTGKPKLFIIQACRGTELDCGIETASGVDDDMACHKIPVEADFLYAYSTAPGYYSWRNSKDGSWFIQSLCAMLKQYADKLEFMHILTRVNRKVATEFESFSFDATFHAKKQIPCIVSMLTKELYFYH
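Technique: 405 nm absorbance of p-nitroaniline, reads at 0 and 120 min; Test system: Procaspase-3 D3A mutant; Incubation: 1 h enzyme-compound preincubation, then 2 h substrate reaction, 25 °C; Repeats: singlicate, each compound tested once; Benchmarks: low control DMSO wells, high control DMSO plus 5 µM PC-3 D3A.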
CTSL1 counter: counter-screen for PFM18AAP inhibitors: inhibitors of F. hepatica cathepsin L1 | actives 0.49% (n = 300,000) | recombinant F. hepatica cathepsin L1, Z-Leu-Arg-MCA fluorescence | inhibition, % at 5.96 µM;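 active = inhibition above the mean of all tested compounds plus 3 SD, set per screening campaign, cut at about 17% in these data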;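 also: 0% = plate median of test compound wells and 100% = 1 µM Z-Phe-Ala-diazomethylketone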
PP1 inh: blocks human PP1-alpha phosphatase, a PP5 counter-screen; actives 0.9% (n = 320,000); inhibition, % at 6.7 µM; P62136; purified PP1alpha, OMFP fluorescence;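 active = inhibition above the mean inhibition of all tested compounds plus 3 SD, computed separately for each screening campaign, cut at about 15% in these data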
Target sequence (P62136 whole entry, looked up): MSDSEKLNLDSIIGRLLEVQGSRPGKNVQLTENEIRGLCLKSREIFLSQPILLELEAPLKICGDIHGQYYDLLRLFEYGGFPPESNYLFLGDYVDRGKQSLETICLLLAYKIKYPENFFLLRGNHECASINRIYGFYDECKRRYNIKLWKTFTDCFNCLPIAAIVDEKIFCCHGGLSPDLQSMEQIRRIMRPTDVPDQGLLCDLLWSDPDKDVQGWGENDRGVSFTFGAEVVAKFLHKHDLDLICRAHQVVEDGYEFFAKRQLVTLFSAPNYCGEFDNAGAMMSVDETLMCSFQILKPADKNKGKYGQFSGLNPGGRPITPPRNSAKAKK
core dimer inh: HCV core protein dimerization inhibition; actives 0.33% (n = 300,000); TR-FRET GST/Flag-core106 dimerization, 1536-well; inhibition, % at 5 µM;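 active = inhibition above the mean of all tested compounds plus 3 SD, set per screening campaign, cut at about 45% in these data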
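Test system: GST/Flag-tagged HCV core106 proteins; Medium: KF-containing HEPES buffer, pH 7.45, DTT, CHAPS, BSA; Times: compound-protein-antibody incubation 4 h at 22.5 °C; Detection: TR-FRET 671 and 617 nm emission; Benchmarks: wells lacking GST-core106 and wells with excess unlabelled core106.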
procasp7 counter: counter-screen for procaspase-3 activators: activators of human procaspase-7. P55210. recombinant procaspase-7, Ac-DEVD-pNA absorbance 405 nm; D23A/D198A/D206A triple mutant, cannot self-cleave; scale: DMSO 0, 5 µM enzyme 100. activation, % at 8.5 µM. actives 0.093% (n = 330,000). AID 463210;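 active = percent activation above the screen-wide mean plus 3 SD, cut at about 25% in these data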
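Assay system: Uncleavable procaspase-7 mutant enzyme; Input: 2 µM procaspase-7 mutant as dispensed; Also added: DEVD-pNA substrate; Medium: Zinc-free HEPES pH 7.4 with 300 mM NaCl, 0.01% Triton X-100; Timing: 1 h compound preincubation, 2 h substrate cleavage, 25 °C; Measured by: Epi-absorbance of released pNA at 405 nm, two timepoints.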
TPT1 inh: inhibitors of Candida albicans tRNA 2'-phosphotransferase TPT1; recombinant caTPT1, FP RNA substrate dephosphorylation; inhibition, % at 5 µM; actives 0.81% (n = 300,000); AID 1962;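 active = inhibition above the mean of all tested compounds plus 3 SD, set per screening campaign, cut at about 24% in these data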;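 also: plate controls were DMSO alone for no effect and ferristatin control at 100 nM for full effect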
AHR act: activators of human aryl hydrocarbon receptor; P35869; AHR-responsive luciferase reporter cells, luminescence; activation, % at 5 µM; actives 2.5% (n = 320,000); in the data active = activation above about 47%;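 also: 0% = vehicle wells and 100% = reference agonist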
Active calls of the source: *; . = not tested or not shown.

SMILES | PP5 inh | PAFAH2 FP inh | procasp3 activ | CTSL1 counter | PP1 inh | core dimer inh | procasp7 counter | TPT1 inh | AHR act
COC(=O)[C@H]1C[C@H](C(=O)O)[C@@H](C)C1(C)C | 0.8 | -2.7 | 0.4 | -5.7 | -4.2 | -8.3 | 0.2 | -1.2 | 2.0
CCC1SC(=Nc2cccc(C)c2)NC1=O (stereo not given) | -3.2 | -0.8 | -6.7 | -7.6 | -7.8 | -10.1 | -2.3 | -1.4 | 10.2
CC1CCCC(C)N1C(=O)COc1ccc(-c2nnco2)cc1 (stereo not given) | -0.7 | 2.9 | 2.5 | -0.4 | 3.1 | 0.9 | 9.5 | -2.6 | 3.2
O=C(O)CCN1c2cccc3cccc(c23)S1(=O)=O | -0.7 | -0.3 | -4.2 | -0.6 | 2.4 | -5.0 | 0.3 | -4.5 | 1.9
Cc1ccc2c(C(=O)CN3CCCC3)c(C)[nH]c2c1 | 2.4 | 7.2 | -1.3 | 1.3 | -1.7 | -0.9 | 3.6 | -1.4 | 20.0
O=C(CN1NS(=O)(=O)c2ccccc2C1=O)Nc1ccccc1OC(F)F | 2.5 | 1.8 | -106.2 | 0.9 | -9.9 | -1.6 | 17.0 | -5.3 | -5.1
COc1ccc(NC(=O)CSc2nnc(-c3ccccn3)n2-c2ccccc2)cc1OC | 0.9 | -4.5 | 6.9 | -1.9 | -3.2 | -4.3 | -11.9 | 2.2 | 3.2
COc1ccccc1N(C(=O)c1ccco1)C(C(=O)NC1CCCC1)c1ccncc1 (stereo not given) | -1.1 | 1.9 | -7.1 | -1.2 | -1.0 | -2.0 | 2.2 | 1.3 | 13.6
CCn1c(SCC(=O)Nc2cc(C)on2)nnc1-c1ccc(S(=O)(=O)N2CCCC2)cc1 | 0.0 | 1.6 | -1.2 | -0.1 | 0.5 | 1.2 | 0.2 | -0.6 | 0.8
CCOc1ccccc1NC(=O)N1CCC(n2nnc3cc(C)ccc32)CC1 | 0.4 | -12.1 | 4.1 | -0.2 | -0.7 | 5.7 | 11.5 | -2.2 | 1.4
CN1CC(=O)N(CC(=O)Nc2ccc(N(C)C)cc2)c2ccccc2C1=O | 2.2 | 0.6 | -2.4 | 1.5 | 0.8 | -14.1 | -0.2 | -12.3 | 0.3
CC1=C(C(=O)OCCC#N)C(c2cc3c(cc2Br)OCO3)NC(=O)N1 (stereo not given) | -11.1 | 2.3 | 3.0 | 7.4 | -3.5 | -8.1 | -5.2 | -4.0 | -0.5
Cc1cc(C(=O)N2CCN(c3ccccn3)CC2)c(C)o1 | 2.9 | -1.1 | 1.8 | -1.4 | 3.1 | 0.0 | 0.1 | -3.7 | -0.7
Cc1ccc(S(=O)(=O)n2c(C)nc3cc(C)ccc32)cc1 | -1.2 | -0.6 | -8.2 | 2.3 | -2.5 | -16.0 | -5.6 | -4.4 | 3.3
CCOC(=O)C(Oc1ccc2c(-c3ccccc3)cc(=O)oc2c1)c1ccccc1 (stereo not given) | 0.7 | -7.6 | -7.3 | 1.6 | 7.5 | 17.0 | 4.2 | 1.2 | 0.8
CN(CC(=O)NC1CCN(Cc2ccccc2)CC1)S(=O)(=O)c1ccc(Cl)s1 | -0.1 | -4.1 | 5.8 | . | 1.6 | . | 7.3 | . | -1.1
O=C(CCN1C(=O)COc2ccccc21)NCCN1CCc2ccccc2C1 | 0.4 | -10.2 | 0.9 | 5.9 | -5.8 | -3.8 | -2.9 | -2.0 | 5.6
COc1cccc2c1Oc1ncccc1N(C(=O)CCC(=O)NCc1ccccc1)C2 | -0.9 | -6.7 | 6.9 | -5.0 | 1.6 | -1.2 | 15.5 | 2.1 | -1.7
Cc1cccc2cc(C3CC(c4ccco4)=NN3C(=O)CCC(=O)O)c(Cl)nc12 (stereo not given) | 1.7 | 9.1 | 1.2 | 0.1 | 0.2 | 1.2 | -4.0 | -2.2 | 2.9
COc1ccc(C2SCC(=O)N2c2nnc(C34CC5CC(CC(C5)C3)C4)s2)cc1 (stereo not given) | -1.6 | 4.4 | 0.0 | 0.5 | 1.4 | 8.2 | -5.6 | 1.2 | -0.5
OCCc1c[nH]c2cc(F)ccc12 | -0.8 | -4.0 | -7.8 | 1.8 | -2.7 | -0.7 | -11.4 | 0.2 | 3.3
CNS(=O)(=O)c1cccc(C(=O)OCC(=O)/C=C2/N(C)c3ccccc3C2(C)C)c1 | 2.9 | 1.9 | 4.6 | 3.8 | 4.2 | 1.8 | 5.5 | -1.1 | 1.7
Cc1ccc(NC(=O)Cn2cncc2-c2ccc([N+](=O)[O-])cc2)cc1C | 2.6 | 2.1 | -4.0 | 3.6 | 9.1 | 15.1 | -3.8 | 5.6 | 4.5
CCCNC(=O)CS(=O)Cc1nc(-c2cccc(OC)c2)oc1C (stereo not given) | -0.2 | 5.9 | 2.0 | -2.1 | 1.5 | -3.2 | 0.9 | -4.7 | 1.7
CCSc1ncc(/C=N/Nc2ccc([N+](=O)[O-])cc2)n1C | -0.1 | -5.2 | -7.9 | -1.7 | 4.3 | 0.7 | -15.3 | 55.7* | -7.0

Some values from above:
O=C(CN1NS(=O)(=O)c2ccccc2C1=O)Nc1ccccc1OC(F)F in PP1 inh is listed with -9.9
Cc1ccc(S(=O)(=O)n2c(C)nc3cc(C)ccc32)cc1 in TPT1 inh is listed with -4.4
CC1CCCC(C)N1C(=O)COc1ccc(-c2nnco2)cc1 (stereo not given) in procasp3 activ is listed with 2.5

Reprinted at random: two compounds from above, in no set order.
SMILES | PP5 inh | PAFAH2 FP inh | procasp3 activ | CTSL1 counter | PP1 inh | core dimer inh | procasp7 counter | TPT1 inh | AHR act
COc1ccc(NC(=O)CSc2nnc(-c3ccccn3)n2-c2ccccc2)cc1OC | 0.9 | -4.5 | 6.9 | -1.9 | -3.2 | -4.3 | -11.9 | 2.2 | 3.2
COc1cccc2c1Oc1ncccc1N(C(=O)CCC(=O)NCc1ccccc1)C2 | -0.9 | -6.7 | 6.9 | -5.0 | 1.6 | -1.2 | 15.5 | 2.1 | -1.7

Carrying on:
SMILES | PP5 inh | PAFAH2 FP inh | procasp3 activ | CTSL1 counter | PP1 inh | core dimer inh | procasp7 counter | TPT1 inh | AHR act
Cn1cc(CC(=O)Nc2cccc(C#N)c2)c2ccccc21 | 0.0 | -5.6 | 5.4 | 2.8 | -2.0 | -1.8 | -0.8 | 1.4 | 28.4
CC1CN(C(=O)COc2ccc3ccccc3c2)CC(C)O1 (stereo not given) | . | 0.1 | 5.5 | . | . | . | 10.2 | . | 7.1
COCCN(C(=O)c1ccco1)c1nc(-c2ccccc2)cs1 | -0.8 | -6.6 | -0.2 | 0.0 | 2.3 | 3.3 | 8.5 | -0.6 | 19.4
Cc1ccc(CNC(=O)CNC(=O)[C@@H]2Cc3ccccc3CN2C(=O)OC(C)(C)C)cc1 | 1.5 | 3.7 | 2.1 | 1.4 | -4.6 | 3.1 | 5.5 | -0.5 | 0.2
CCN(C(=O)COC(=O)c1cc(Cl)ccc1OC)c1c(N)n(Cc2ccccc2)c(=O)[nH]c1=O | -0.1 | 2.7 | 9.1 | . | -0.9 | . | 5.2 | . | 0.6
CC(=O)N1c2c(cc(Br)cc2S(=O)(=O)NCc2ccc3c(c2)OCO3)CC1C (stereo not given) | -1.0 | -1.5 | -11.0 | 0.1 | -3.3 | -1.9 | 3.7 | -4.9 | 18.2
O=[N+]([O-])c1cccc(S(=O)(=O)N2CCCCC2c2cccnc2)c1 (stereo not given) | 2.3 | 3.2 | 4.2 | -1.3 | -0.8 | -1.2 | 4.0 | 3.5 | 0.9
CCCn1c(SCC(=O)Nc2nonc2C)nnc1-c1ccoc1C | 2.1 | 0.1 | 6.5 | 0.3 | -8.6 | -0.5 | 3.9 | -3.6 | -1.0
COc1ccccc1-n1cnnc1SCC(=O)Nc1cccc(S(N)(=O)=O)c1 | 0.1 | -9.1 | 4.6 | 4.1 | 3.1 | -12.3 | 10.8 | -1.0 | -4.5
COc1cccc(CN2CCCC(C(=O)N3CCCCC3)C2)c1OC (stereo not given) | -1.2 | -4.7 | 11.6 | 0.7 | -2.5 | 9.2 | 2.0 | -2.9 | -1.3
COc1cc(O)c(C(CCN2CCCC2)c2ccc3c(c2)OCO3)c(OC)c1 (stereo not given) | 0.3 | 0.8 | 2.1 | 3.6 | 1.6 | -6.3 | -2.7 | -3.9 | 0.8
COc1ccc(-n2nnnc2-c2ccc(S(C)(=O)=O)cc2Cl)cc1 | 1.5 | 4.9 | 10.0 | -1.3 | 2.3 | 4.3 | -2.5 | -1.1 | -0.8
CCNC(=O)c1cc(Cl)ccc1OC | -0.2 | 2.1 | -1.1 | -1.4 | 1.4 | -3.2 | 0.5 | -4.2 | -3.7
CCOc1ccccc1N1CCN(C(=O)C2=CC=CN3CCS(=O)(=O)N=C23)CC1 | 0.9 | 5.4 | 4.0 | . | -3.1 | . | 8.9 | . | -0.9
Cc1cc(NC(=O)Nc2ccc(Cl)cc2)n(C)n1 | 2.1 | 2.2 | 12.7 | 0.1 | 0.6 | 2.1 | 5.8 | -4.2 | 4.4
CNS(=O)(=O)c1ccc(N2CCCC2=O)c([N+](=O)[O-])c1 | 1.4 | -8.9 | 12.9 | -0.8 | 0.3 | -1.5 | 3.0 | 0.6 | -5.3
COc1ccc(N2CCN(Cc3cc4c(cc3Br)OCCO4)CC2)cc1 | 1.7 | 1.2 | 2.8 | 0.3 | 2.3 | -2.0 | -0.2 | 0.8 | 1.2
CCOC(=O)/C(C#N)=C/c1cccc(F)c1 | -2.0 | 0.7 | -2.6 | -3.3 | -6.5 | 0.2 | 3.6 | -1.4 | 3.5
O=C1C=C(c2ccc(Cl)c(C(F)(F)F)c2)C[C@@H](c2ccc(F)cc2)C1 | 5.3 | 12.5 | 3.9 | . | 2.3 | . | 2.0 | . | 0.9
COc1ccccc1NC(=O)Cc1csc(N)n1 | -0.1 | 7.7 | 14.6 | -1.1 | -0.4 | -0.3 | -6.1 | -4.5 | 9.4
CC(=O)Cn1cnc2scc(-c3ccc(C)c(C)c3)c2c1=O | 0.3 | 8.7 | -0.2 | -3.5 | -20.3 | -15.8 | -5.3 | 2.8 | 7.3
CCC(C(=O)OCC(=O)Nc1cccc(C(C)=O)c1)c1ccccc1 (stereo not given) | 4.1 | 13.0 | 6.4 | -24.6 | 3.7 | -7.0 | -9.1 | 0.9 | 1.2
O=[N+]([O-])c1cc(Br)c(O)c(/C=N/Nc2nnnn2-c2cccc3ccccc23)c1 | 7.8 | 35.1* | -6.6 | 4.7 | 20.7* | 7.1 | 7.6 | 15.2 | 2.8
CCOc1cccc(-c2cc(C(=O)NN)[nH]n2)c1 | 0.4 | -9.5 | -3.5 | 2.3 | -1.7 | -3.2 | 3.8 | -4.7 | 32.4
COc1cc(/C=N/NC(=O)CCc2c(C)n[nH]c2C)ccc1O | 1.5 | 2.0 | 5.5 | -2.4 | 3.0 | -8.1 | -1.8 | -1.1 | 9.4
COc1cccc(NC(=O)C(C)SCc2ccccc2)c1 (stereo not given) | -0.1 | 3.3 | 12.9 | -1.9 | -3.2 | 1.2 | 4.8 | -1.1 | 1.2
Cc1cc(C(F)(F)F)nc(-n2cc(-c3ccccc3)nn2)n1 | 0.0 | 3.5 | -1.8 | 1.3 | -2.1 | -3.7 | 4.4 | -2.6 | 31.2
